Source: PubChem BioAssay
P. falciparum M1AAP: malaria alanyl aminopeptidase activity blockers – biochemical, fluorogenic H-Leu-NHMec substrate, 1536-well (AID 1445); recombinant M1AAP, H-Leu-NHMec fluorogenic kinetic assay; higher % means a stronger effect; inhibition, % at 30 µM; hits with a dose series show IC50 in µM; hit rate 0.42% among 220,000;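 active = primary inhibition above the hit cutoff, then over 50% inhibition at one or more dose response concentrations, cut at about 23% in these data, passing the limit was not always enough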;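 note: plate controls were DMSO full reaction for no effect and no enzyme background for full effect; strong numbers were not always called active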
KOR beta-arrestin-1: KOR agonists, beta-arrestin recruitment, primary screen, cell-based, luminescence, uHTS (AID 1777); KOR beta-arrestin recruitment, luminescence; higher % means a stronger effect; one-dose activation, % at 10 µM; EC50 in µM for titrated hits; hit rate 0.02% among 280,000; in the data active = activation above about 50%, passing the limit was not always enough; note: a part of the inactive calls stands beside numbers as strong as those of hits
P. falciparum M17LAP: P. falciparum M17LAP inhibitors, primary screen, biochemical, fluorogenic H-Leu-NHMec substrate, 1536-well (AID 1619). recombinant M17LAP, H-Leu-NHMec fluorogenic kinetic assay; higher % means a stronger effect. inhibition, % at 30 µM, or IC50 in µM where a hit was titrated. hit rate 0.38% among 220,000;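 active = compound inhibiting the enzyme by more than half at any dose during confirmatory dose-response retesting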;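 note: plate controls were full reaction with DMSO carrier for no effect and no enzyme background for full effect; strong numbers were not always called active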
AID2073: disruptors of CaV2.2 binding to Mint1 – biochemical, HTRF (AID 2073) | HTRF protein-protein interaction, Mint1-CaV2.2; higher % means a stronger effect | inhibition, % at 20 µM; hits with a dose series show IC50 in µM | hit rate 0.19% among 290,000; in the data active = inhibition mostly above about 51%, no sharp cut-off; note: some results filed as inactive read as strong as hits
HEK293 NOD2/NF-kB: inhibition of NOD2-driven NF-kB reporter – cell-based, luminescence, uHTS, HEK293 (AID 1566); inhibition, % at 4 µM; hits with a dose series show EC50 in µM; hit rate 0.63% among 290,000; HEK293 NOD2/NF-kB luciferase reporter, luminescence; higher % means a stronger effect; note: many of its hits are not listed in these tables
NOD1 NF-kB reporter: NOD1 signaling inhibitors, primary screen, cell-based, luminescence, uHTS (AID 1578); NOD1-driven NF-kB luciferase reporter cells, luminescence; higher % means a stronger effect; inhibition, % at 4 µM; hits with a dose series show EC50 in µM; hit rate 1% among 290,000; in the data active = inhibition mostly above about 36%, no sharp cut-off; inactive = mostly below about 34%;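 note: HEK-293T reporter cells stimulated with the NOD1 agonist gamma-tri-DAP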
KOR beta-arrestin-2: KOR antagonists, beta-arrestin recruitment, cell-based, luminescence, uHTS (AID 1778); KOR beta-arrestin recruitment, luminescence, antagonist mode; higher % means a stronger effect; inhibition, % at 10 µM, or IC50 in µM where a hit was titrated; hit rate 0.091% among 290,000; note: strong numbers were not always called active
Dynein transport: dynein cargo transport inhibition; 3617.4 mouse cells, GR-EGFP nuclear translocation imaging; test concentration mostly 20 µM; stimulated with dexamethasone, 1 µM; stronger effect = lower value; z-score, hits read low; hit rate 0.47% among 220,000; AID 1381;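 active = plate z-score of nuclear minus cytoplasmic receptor signal below a set negative limit, without overly bright fluorescence or cell loss, cut at about -3.5 in these data, passing the limit was not always enough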;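 note: z-score of nuclear minus cytoplasmic ring GR-EGFP intensity difference per well; some compounds called inactive have numbers as strong as hits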
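Buffer or medium: Induction medium lacking tetracycline, stripped serum | Also added: Dexamethasone agonist, 1.0 µM final, for 30 min | Timing: 48 h induction, 1 h compound, 30 min dex at 37 °C | Detection: Formaldehyde fixation, Hoechst nuclear stain, 10x automated fluorescence imaging | Measure: Nuclear versus cytoplasmic GR-EGFP signal, averaged per well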
GPR55 beta-arrestin: selective activators of receptor GPR55 – imaging, U2OS cells, beta-arrestin-GFP redistribution, primary screen (AID 1961). activation, % at 10 µM, or EC50 in µM where a hit was titrated. U2OS GPR55 beta-arrestin-GFP redistribution imaging; higher % means a stronger effect. hit rate 0.048% among 290,000;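 active = activation above 40% with more than 50 cells counted in the well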;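 note: U2OS osteosarcoma cells stably expressing GPR55 and beta-arrestin-GFP; plate controls were DMSO negative control for no effect and LPI positive control for full effect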
Dynein transport cytoplasmic EGFP: also measured in Dynein transport; calls as there; z-score; measured here: cytoplasmic GR-EGFP intensity; stronger effect = higher value
Dynein transport nuclear GR-EGFP: recorded beside Dynein transport, whose call it bears; z-score; measured here: nuclear GR-EGFP intensity;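 lower value marks the stronger effect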
Dynein transport cell count: second read-out of Dynein transport, no call of its own (marks repeat the call); z-score; measured here: cell count per field
Active calls of the source: *; . = not tested or not shown; [ ] = another dose, or the depositor's remark. Cut-off read from the data, not from the text of the source, unless noted: active = inhibition above about 50%; inactive = the rest.

Values run as follows: AID2073 | KOR beta-arrestin-2 | P. falciparum M17LAP | GPR55 beta-arrestin | P. falciparum M1AAP | Dynein transport nuclear GR-EGFP | Dynein transport cytoplasmic EGFP | KOR beta-arrestin-1 | HEK293 NOD2/NF-kB | NOD1 NF-kB reporter | Dynein transport cell count | Dynein transport
> CCOc1ccccc1-c1c2cc(O)c(=O)cc-2oc2cc(O)c(O)cc12
→ 24.8% | 34.3% | 6.0% | -0.1% | 0.0% | -0.398 | -0.194 | 16.4% | -8.6% | -18.1% | 0.61 | -0.396
> O=c1c(Cl)c(Nc2cccc(Cl)c2)cnn1-c1nc2ccccc2s1
→ 14.0% | -17.7% | 4.6% | -0.2% | 3.8% | 1.51 | -0.12 | 0.3% | -47.5% | -40.7% | -1.73 | 2.48
> O=C(O)CC1(CC(=O)NCc2ccccn2)CCCCC1
→ -7.1% | 10.0% | -7.7% | -0.2% | -3.2% | -0.519 | -0.256 | 3.0% | 15.7% | -10.3% | 0.73 | -0.995
> Cc1cc(C(=O)Nc2cccnc2)no1
→ 15.0% | -7.1% | 4.1% | -0.2% | 4.8% | -0.327 | -0.00354 | -5.1% | -7.8% | -32.6% | 0.00626 | -0.62
> CN(C)CCN(C(=O)c1ccccc1Cl)c1nc2c(Cl)cccc2s1
→ -1.5% | -29.8% | 2.9% | -0.1% | 2.3% | 0.223 | -0.241 | 8.6% | 12.8% | 8.4% | -1.28 | 0.28
> COc1cc(/C=C2/C(=N)N3C=CSC3=NC2=O)ccc1OCCOc1ccc(NC(C)=O)cc1
→ 31.5% | 3.1% | 16.9% | -0.2% | 2.1% | -0.913 | -0.201 | 0.8% | -2.2% | -38.6% | 0.139 | -1.33
> O=C(Nc1ccc([N+](=O)[O-])cn1)C1CC1
→ 0.9% | -51.3% | 77.3% | 0.0% | -1.3% | -0.0928 | -0.0319 | 0.8% | 5.0% | -30.0% | -0.175 | 0.463
> O=C(CCN1C(=O)c2ccccc2C1=O)Nc1ccccc1C(=O)N1CCOCC1
→ -14.8% | -10.8% | -8.2% | 0.4% | 6.1% | -0.647 | -0.25 | -2.0% | 3.6% | -7.3% | 0.0253 | -0.97
> C=CCc1c(C)nc2c(C)cccc2c1SC(=N)N
→ -37.2% | -33.6% | -1.4% | 0.3% | 1.6% | 0.094 | -0.264 | -1.1% | 5.9% | 1.1% | -0.275 | 0.244
> O=C(NC1CCCCC1)C(c1ccc(O)cc1)N(CC1CCCO1)C(=O)C1COc2ccccc2O1 (stereo not drawn)
→ 1.5% | 4.2% | 2.1% | 0.0% | 13.8% | -0.103 | -0.411 | -2.9% | -5.3% | 9.1% | 0.491 | 0.491
> CCn1cc(C(=O)NCCCN2CCCC(C)C2)c(=O)c2cc(S(=O)(=O)N3CCOCC3)ccc21 (stereo not drawn)
→ 7.5% | -34.3% | . | -0.2% | . | . | . | -7.6% | 5.5% | 4.5% | . | .
> O=C(NCCc1c[nH]c2ccccc12)c1cccc(S(=O)(=O)Nc2ccccc2Cl)c1
→ -1.5% | 20.4% | 17.1% | -0.2% | 22.9% | 1.64 | -0.0286 | -5.9% | 8.8% | 7.3% | -1.6 | 2.36
> COCCNC(=S)N1CCN(Cc2cccc(OC)c2)CC1
→ 1.8% | -4.2%[20 µM] | -8.1% | -0.1% | -3.4% | 0.561 | -0.312 | -4.9% | 14.1% | -23.5% | -0.267 | 0.579
> COCCCn1c(SCC(=O)Nc2cccc(C)n2)nnc1-c1ccco1
→ 9.2% | 22.7% | 11.3% | 0.6% | 2.3% | 0.319 | -0.195 | -1.5% | 12.1% | . | -0.407 | 0.232
> COc1ccc(CC(NC(C)=O)C(=O)N2CCN(C(=O)Nc3ccc(Cl)cc3)CC2)cc1OC (stereo not drawn)
→ -2.4% | 30.3% | -4.6% | 0.2% | 1.4% | 0.114 | -0.185 | -6.0% | 3.2% | -18.7% | -0.189 | -0.369
> O=C1c2ccccc2S(=O)(=O)N1CC(O)Cn1c2ccccc2c2ccccc21 (stereo not drawn)
→ 0.1% | -21.8% | -1.0% | 0.4% | -3.8% | 0.29 | -0.257 | 7.6% | -7.8% | -22.0% | 0.402 | -0.41
> Cc1ccc(S(=O)(=O)N2CCCCC2)cc1NC(=O)CSc1nncn1-c1ccccc1
→ 0.8% | -10.1%[20 µM] | 2.8% | -0.1% | 1.8% | 0.836 | -0.197 | -0.8% | 8.7% | -24.4% | -1.17 | 0.279
> CCCNC(=O)c1onc(CSc2ccncc2)c1C(=O)NCCC
→ -6.3% | 25.6% | 2.9% | -0.2% | -1.0% | 0.0152 | -0.829 | -3.6% | 25.7% | 4.8% | 0.765 | -0.157
> CCOC(=O)N1CCN(C2CC(=O)N(c3ccc(C)cc3)C2=O)CC1 (stereo not drawn)
→ -5.1% | 20.5% | 4.3% | -0.1% | -3.1% | -0.3 | -0.305 | -3.5% | 10.4% | -14.6% | 0.617 | -1.02
> Cn1c(=O)[nH]c(=O)c2c1nc(NC1CCCC1)n2Cc1ccccc1
→ -4.1% | 19.4%[20 µM] | . | -0.1% | . | . | . | -4.9% | 5.1% | -6.3% | . | .
> O=C(O)Cn1cnc2ccccc2c1=O
→ -10.2% | -4.6% | 9.0% | 0.0% | -1.0% | -0.29 | -0.324 | 0.4% | 7.1% | -13.1% | -0.016 | -0.027
> CC(=O)COc1ccc(-c2csnn2)cc1
→ 1.3% | -7.2% | 4.7% | -0.1% | 6.2% | -0.505 | -0.248 | 0.8% | -4.7% | 1.0% | 0.605 | -0.844
> CCN(CC)CCNC(=O)C(C)c1nn(C)c(=O)c2ccccc12 (stereo not drawn)
→ -7.3% | -20.0% | -4.0% | -0.1% | 0.9% | 1.19 | -0.185 | 3.5% | 7.7% | 4.8% | -0.236 | 0.448
> O=C(O)Cn1nc(C(F)(F)F)c2c1CCCCC2
→ -6.7% | -8.9% | -6.5% | 0.2% | -3.7% | 0.182 | -0.181 | -9.2% | 15.8% | -4.8% | -0.54 | -0.0175
> COc1ccc(CCNC(=O)c2c(-c3ccccc3Cl)noc2C)cc1
→ -0.7% | 7.2% | -2.3% | 0.0% | -0.4% | -0.226 | -0.3 | 0.9% | 10.8% | 15.9% | 0.981 | -0.8
> Nc1ccc2c(c1)C(=O)N(c1cccc3ccccc13)C2=O
→ 37.6% | -26.1%[20 µM] | . | -0.1% | . | . | . | . | -6.4% | 8.5% | . | .
> CCN(CC)C(=O)c1cnn(-c2ccccc2)c1NC(=O)c1cccc(F)c1
→ -2.8% | -16.3% | -11.1% | -0.1% | 0.2% | 0.607 | -0.282 | 2.6% | 18.4% | -9.4% | 0.569 | 0.539
> CCc1c(C#N)c(SCc2c(C)noc2C)nc2c1C(=O)CC(C)(C)C2
→ -1.9% | -110.1% | 13.2% | 0.1% | 5.2% | 1.36 | -0.126 | 2.1% | -4.1% | -20.5% | -1.06 | 0.268
> O=C(Cc1cccs1)N1CCN=C1SCc1ccc(Br)cc1
→ 4.9% | -17.1% | 3.3% | 0.2% | -5.8% | -0.152 | -0.201 | -2.7% | 17.1% | -17.0% | 0.602 | -0.593
> CC(C)(C)OC(=O)NCCCC[C@H](NC(=O)c1nc[nH]c1C(=O)NC1CCN(C(=O)OC(C)(C)C)CC1)C(=O)OC(C)(C)C
→ 8.5% | -8.3% | -2.5% | -0.1% | -16.8% | 0.164 | -0.777 | 5.6% | 4.8% | -5.8% | 0.175 | 0.302
> O=C(CSc1ncccn1)NC(=O)NCc1ccccc1
→ 7.1% | -16.2% | 13.7% | -0.2% | 18.1% | -0.512 | -0.177 | 1.2% | 7.1% | 13.0% | 0.726 | -1.03
> O=S(=O)(c1ccccc1)N(CC(O)CN1CCOCC1)c1ccccc1 (stereo not drawn)
→ -0.3% | -20.7% | . | 0.0% | . | . | . | 1.5% | -23.6% | 5.6% | . | .
> COC(=O)c1cc(C(=O)NCCC(C)C)cc([N+](=O)[O-])c1
→ -3.9% | -19.8%[20 µM] | -9.6% | -0.1% | -1.7% | 0.367 | -0.27 | -0.4% | 16.1% | -9.3% | 0.399 | 0.253
> COc1cc(/C=C2\C(=N)N3N=CSC3=NC2=O)ccc1OS(=O)(=O)c1ccccc1
→ 9.4% | -14.3% | . | -0.1% | . | . | . | 0.3% | -9.0% | -14.5% | . | .
> CCN(CC)C1CCN(Cc2c(C(=O)N3CCCCCCC3)nc3ccc(Cl)cn23)C1 (stereo not drawn)
→ 4.4% | 25.1% | . | 0.3% | . | . | . | 0.9% | 4.3% | -23.2% | . | .
> Nc1nc2cc(S(=O)(=O)NC3=NCCCCC3)ccc2s1
→ -36.2% | 17.0% | . | 0.0% | . | 0.0703 | -0.353 | -2.8% | 1.0% | -5.0% | -1.24 | 0.411
> COc1ccc(-c2ccc(N(C)C)cc2)cc1[C@H]1[C@H]2C=CC[C@@H](C)[C@@H]2C(=O)N1Cc1ccccc1
→ 13.0% | 27.1% | -5.8% | 0.7% | 0.5% | 0.0977 | -0.775 | -1.2% | 17.0% | 6.7% | -0.174 | 0.33
> CCNC(=O)C(=O)c1c(-c2ccccc2)[nH]c2ccccc12
→ 4.0% | -7.7% | 21.7% | -0.2% | 1.7% | -0.0179 | -0.3 | -1.0% | 17.4% | -19.5% | -0.278 | 0.119

These rows are one share of the data, so the mix of outcomes need not match the whole.
